# Screening results as filed in PubChem BioAssay.
# GPR35 arrestin U2OS – inhibition of zaprinast-stimulated GPR35 beta-arrestin translocation – imaging, U2OS, beta-arrestin-GFP, zaprinast agonist, primary screen (AID 2058); U2OS GPR35 beta-arrestin-GFP translocation imaging, zaprinast antagonism; higher % means a stronger effect; inhibition, % at 10 µM; hits with a dose series show IC50 in µM; 290,000 tested, 0.052% active;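 active = inhibition of at least 50% with at least 30 cells and total cytoplasm GFP at most 10,000,000; inconclusive = under 30 cells or total GFP of 10,000,000 plus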
# SV40 large T antigen – TAg ATPase/helicase activity blockers – biochemical (AID 1903). SV40 large T antigen ATPase/helicase inhibition assay; higher % means a stronger effect. one-dose inhibition, % at 20 µM; IC50 in µM for titrated hits. 310,000 tested, 0.39% active; in the data active = a potency from the dose series; inconclusive = inhibition mostly from about 32% at the one dose, without a potency; inactive = the rest, 99 in 100 with inhibition below about 32%; also: strong numbers were not always called active
# Rac1 GTP hydrolysis – MgcRacGAP GTPase-activating activity inhibitors, confirmation, biochemical, ADP Hunter fluorescence. MgcRacGAP-stimulated Rac1 GTP hydrolysis, ADP Hunter fluorescence; higher % means a stronger effect; GST-tagged Rac1 F28L mutant substrate. one-dose inhibition, % at 30 µM; IC50 in µM for titrated hits. 340,000 tested, 0.6% active. AID 624330;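 active = first-screen hits whose inhibition reached a set limit at any dose in the follow-up dose series; inconclusive = inhibition above the set first-screen limit but never retested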;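 also: fluorescence reports GDP produced by GAP-driven GTP hydrolysis; strong numbers were not always called active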
# UTI89 phage lysis – protection from phage-mediated lysis, alamar blue read-out – E. coli UTI89, K1F phage, bacterial capsule biogenesis inhibitors (AID 488966) | 340,000 tested, 0.02% active | E. coli UTI89 K1F phage lysis, alamar blue, 2 h; higher % means a stronger effect | inhibition, % at 100 µM, or IC50 in µM where a hit was titrated;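 active = phage lysis inhibition, versus mean bacterial control, above a set limit; inconclusive = no clear call, values can overlap the other calls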;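 also: capsule biogenesis inhibitors block K1F phage lysis so surviving cells raise fluorescence; higher fluorescence means more inhibition of phage lysis; actives were called in the ten point dose series up to 300 µM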
# HIV peptide binding – cell-free HIV fusion peptide-binding blockers – biochemical, uHTS, fluorescence dequenching, primary screen (AID 1986); cell-free peptide binding, fluorescence dequenching, 30 min; higher % means a stronger effect; inhibition, % at 20 µM, or IC50 in µM where a hit was titrated; 290,000 tested, 0.3% active; in the data active = inhibition mostly above about 52%, no sharp cut-off; inactive = mostly below about 76%; also: some results filed as inactive read as strong as hits
# RSV CPE inhibition – RSV antiviral activity via CPE protection, HEp-2 cells, primary 10 µM value included (AID 2391). HEp-2 cells, RSV-induced CPE inhibition; higher % means a stronger effect. CPE inhibition, % at 10 µM, or IC50 in µM where a hit was titrated. 310,000 tested, 0.13% active; in the data active = a potency from the dose series; inconclusive = CPE inhibition mostly from about 23% at the one dose, without a potency; inactive = the rest, 99 in 100 with CPE inhibition below about 21%; also: strong numbers were not always called active
# PhoP inhibition – inhibitors of PhoP regulon expression, primary screen, Salmonella Typhimurium, GFP reporter (AID 1863); S. Typhimurium PhoP-regulated promoter GFP reporter, 4 h; higher % means a stronger effect; 300,000 tested, 0.16% active; one-dose inhibition, % at 50 µM; IC50 in µM for titrated hits;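 active = inhibition over 29.93%, a cutoff 3 SD above the screen mean, later confirmed by dose response; inconclusive = inhibition over 29.93% but no dose response follow-up; inactive = inhibition at most 29.93% or unconfirmed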;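 also: 0% = low Mg2+ inducing control and 100% = high Mg2+ repressing control; strong numbers were not always called active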
# GPR55 LPI antagonism – inhibition of LPI-stimulated GPR55 beta-arrestin translocation – imaging, U2OS, beta-arrestin-GFP, LPI agonist, primary screen (AID 2013). U2OS GPR55 beta-arrestin-GFP translocation imaging, LPI antagonism; higher % means a stronger effect. inhibition, % at 10 µM; hits with a dose series show IC50 in µM. 290,000 tested, 0.13% active;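 active = spots per cell inhibited over 60%, with over 100 cells counted and total cytoplasm intensity under 500,000; inconclusive = wells with under 100 cells, flagged as likely toxic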;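 also: U2OS cells stably carrying GPR55 and arrestin-GFP stimulated by 5 µM LPI near EC80; imaged beta-arrestin-GFP aggregate spots per cell after agonist stimulation; plate controls were LPI-stimulated DMSO wells for no effect and DMSO wells without LPI for full effect; some results filed as inactive read as strong as hits; confirmed hits need IC50 under 10 µM and bright autofluorescent wells are also inconclusive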
# NS5 inhibitors – flavivirus cap methylation enzyme inhibition – biochemical, confirmation dose response, primary screen (AID 588689); Dengue-2 NS5 methyltransferase capping enzyme assay, biochemical; higher % means a stronger effect; one-dose inhibition, % at 25 µM; IC50 in µM for titrated hits; 340,000 tested, 0.3% active; in the data active = a potency from the dose series; inconclusive = inhibition above about 29% without an active follow-up result
# NS5 inhibitors pilot replicate – also measured in NS5 inhibitors; calls as there; inhibition, %; measured here: pilot screen replicate inhibition
# The depositor's hits bear a star; i = inactive; ? = inconclusive; nt = no result given; [ ] = dose if it differs, or a comment.
SMILES,GPR35 arrestin U2OS,SV40 large T antigen,Rac1 GTP hydrolysis,UTI89 phage lysis,HIV peptide binding,RSV CPE inhibition,PhoP inhibition,GPR55 LPI antagonism,NS5 inhibitors,others
COc1ccc(-c2csc(NC(=O)c3cccc(S(=O)(=O)N4CCN(C)CC4)c3)n2)cc1,6%,4%,11%,0.5%,0.6%,?,4%,9%,-1%,NS5 inhibitors pilot replicate=-3.6
COc1ccc(OC)c(NC(=O)c2ccc(-c3csc(C)n3)cc2)c1,1%,12%,-2%,0.1%,-0.1%,5.9%,-3%,10%,12%,
COc1ccc(-n2nc(C(=O)NCC(=O)Nc3cc(OC)c(OC)c(OC)c3)c3ccccc3c2=O)cc1Cl,17%,-2%,3%,-0.3%,-1.2%,1.7%,8%,2%,-1%,
COc1ccc(OCCC(=O)OCC(=O)NCCC2=CCCCC2)cc1,12%,7%,6%,0.2%,-2.2%,2.9%,-1%,-2%,-5%,
CC(C)(C)OC(=O)N/N=C\c1ccc([N+](=O)[O-])s1,-3%,9%,6%,-4.0%,7.7%,2.5%,-7%,2%,3%,
Cc1[nH]c(=O)c(C(=O)c2cc(Cl)ccc2O)cc1C(=O)O,-1%,20%,nt,nt,-1.8%,-0.6%,-2%,6%,nt,
NC(=O)C1(N2CCCCC2)CCN(S(=O)(=O)c2cc(Cl)sc2Cl)CC1,10%,7%,nt,nt,0.1%,nt,-3%,8%,nt,
COc1ccc(NC(=O)c2oc3ccccc3c2NC(=O)c2ccco2)c(OC)c1,9%,4%,10%,6.4%,-0.3%,3.1%,-10%,22%,-10%,
CC1=C(C(=O)OCC2CCCO2)C(c2ccc(C)o2)C2=C(CC(c3ccc(F)cc3)CC2=O)N1 (centres undefined),5%,-4%,5%,2.7%,1.7%,0.9%,7%,10%,-2%,
Cc1ccc(Cn2c(O)c(N=O)c3ccccc32)cc1,-6%,4%,3%,0.1%,1.3%,8.6%,-3%,-4%,nt,
N#CC1=C(N)Oc2cc(N)ccc2C1c1cccc(Br)c1 (centres undefined),-8%,6%,2%,-0.2%,-1.9%,2.2%,21%,-38%,-17%,
Cc1cc(C)cc(C(=O)N2CC(C)OC(C)C2)c1 (centres undefined),22%,15%,-3%,0.1%,1.8%,-0.5%,-18%,9%,2%,NS5 inhibitors pilot replicate=-1.1
Cc1onc(-c2c(Cl)cccc2Cl)c1C(=O)c1c[nH]c(C(=O)NCCCN2CCOCC2)c1,9%,0%,10%,0.2%,0.6%,-1.0%,4%,-8%,-3%,
CC(=O)C1=C(c2ccccc2)NC(=O)NC1c1ccc(O)c(O)c1 (centres undefined),-5%,26%,1%,1.3%,6.7%,2.9%,2%,5%,1%,
O=C(NCC1CCCO1)c1cccc(F)c1 (centres undefined),7%,7%,9%,1.2%,-2.5%,nt,8%,16%,-2%,
CCOc1ccc(S(=O)(=O)Nc2cccc(C(=O)N(C)CC(=O)Nc3cccc(OC)c3)c2)cc1,nt,8%,8%,0.3%[50 µM],nt,4.8%,-7%,nt,-12%,
CC(C)N1CCC(N2CCN(CCCn3cccn3)CC2CCO)CC1 (centres undefined),3%,nt,4%,-0.4%,-1.1%,0.4%,nt,10%,1%,
CC(NC(=O)COC(=O)C1CCN(c2ccc(C(F)(F)F)cn2)CC1)c1ccc(F)cc1 (centres undefined),nt,nt,-4%,-0.7%,nt,0.5%,nt,nt,1%,
Cc1cc(C)c2c(=O)[nH]c(SCc3ccccc3)nc2n1,-3%,nt,10%,i,0.6%,-2.2%,nt,-4%,1%,
CCOC(=O)c1c(C)[nH]c(C(=O)NNC(=O)c2ccc(C(C)(C)C)cc2)c1C,10%,10%,1%,7.6%,3.8%,5.9%,-3%,-2%,4%,
COc1cc2c(cc1NC(=O)c1ccco1)CCCC2,-2%,-3%,-10%,4.7%,1.5%,9.1%,28%,9%,-1%,
c1ccc(-c2c[n+]3c(n2-c2ccccc2)CCC3)cc1,-11%,10%,6%,0.6%,-0.2%,15%,-1%,1%,-3%,
CS(=O)(=O)N(CC(=O)NC1CCCCC1)Cc1ccc(F)cc1,-10%,8%,-7%,-1.4%,-0.8%,0.1%,-7%,-6%,-2%,
C=CCN1C(=O)CS/C1=N\S(=O)(=O)c1ccc(Cl)cc1,4%,11%,-2%,4.3%[50 µM],11%,2.2%,0%,7%,-4%,
Cc1c(CN2CCCC(C(=O)c3cccc(OC(C)C)c3)C2)c(=O)n(-c2ccccc2)n1C (centres undefined),-4%,4%,0%,2.3%,1.1%,-2.3%,4%,8%,2%,
COC1CCCN(Cc2cn(C)nc2-c2ccc(Oc3ccccc3)cc2)C1 (centres undefined),-1%,-1%,-9%,-0.3%,0.8%,-0.4%,7%,10%,-3%,
CCn1cc(C(=O)NCc2ccncc2)c(=O)c2cc(F)c(N3CCN(C(=O)c4ccco4)CC3)cc21,5%,5%,nt,nt,0.0%,4.3%,62%,10%,nt,
Cc1ccc2nsnc2c1NC(=O)c1cncc(Br)c1,11%,7%,-3%,-1.4%,3.5%,-0.9%,-6%,2%,-2%,
CNc1nc(N2CCc3ccccc32)ncc1F,9%,4%,10%,-0.3%,-0.3%,-2.9%,-3%,-5%,12%,
Cc1nc(C)c(/C(O)=C/c2nc3ccc([N+](=O)[O-])cc3oc2=O)o1,6%,24%,nt,nt,6.3%,1.1%,-7%,0%,nt,
O=c1oc2ccccc2c(NCc2ccc(Cl)cc2)c1[N+](=O)[O-],-4%,18%,4%,0.0%,-1.3%,-0.1%,-5%,11%,-11%,
COc1ccc(OC)c(NC(=O)CCN2CCN(C/C=C/c3ccccc3)CC2)c1,2%,5%,8%,0.1%,1.3%,0.1%,1%,15%,-8%,
Cc1cc(OCC(=O)OCC(=O)N(C)c2c(N)n(Cc3ccccc3)c(=O)[nH]c2=O)ccc1Cl,nt,9%,2%,0.5%[50 µM],nt,0.4%,-6%,nt,-12%,
COc1ccc2sc(N(CCCN(C)C)C(=O)c3nc4ccccc4s3)nc2c1,14%,13%,16%,0.4%,-1.7%,0.5%,-3%,-3%,-1%,
Cc1ccc(S(=O)(=O)NC(=NC2CCCCC2)c2ccc(Cl)cc2)cc1,4%,37%,5%,0.0%,2.4%,0.6%,0%,8%,2%,
COc1ccc(NC2CC(=O)N(c3ccccc3)C2=O)cc1 (centres undefined),-4%,12%,9%,0.2%,-0.2%,1.0%,-10%,8%,24%,
Cc1cccc(COc2ccc(/C=C3/C(=O)N(C)C(=S)N3C)cc2)c1,7%,12%,9%,0.0%,2.8%,12%,3%,15%,-3%,
CCC1=NN2C(=N)/C(=C/c3ccc(OS(=O)(=O)c4ccccc4)cc3)C(=O)N=C2S1,-7%,35%,10%,-0.1%,28%,26%,-9%,10%,-1%,
Cc1ccc2c(CSc3nnc4ccccn34)cc(=O)oc2c1C,0%,7%,8%,0.1%,0.0%,1.2%,5%,1%,1%,
COC(=O)c1cc(C(=O)Nc2ccc(S(=O)(=O)NC(C)(C)C)cc2)cc([N+](=O)[O-])c1,-21%,8%,-2%,-0.8%[50 µM],-0.8%,2.8%,-12%,1%,-6%,
Nc1nc(=S)c2ncn(C3OC(CO)C(O)C3O)c2[nH]1 (centres undefined),-5%,?,nt,-1.9%[50 µM],14%,1.6%,0%,16%,18%,
COc1ccc(OC(C)C(=O)NC2CC(C)(C)NC(C)(C)C2)cc1 (centres undefined),-8%,5%,9%,0.6%,2.2%,-0.2%,-14%,10%,-4%,
C=CCn1c(SCC(=O)N2CC(=O)Nc3ccccc32)nc2scc(-c3ccccc3)c2c1=O,-2%,0%,5%,1.1%,-0.5%,2.3%,-15%,25%,-6%,
CCn1c(SCC(=O)NC(C)(C)C)nnc1-c1ccccn1,10%,-5%,8%,0.1%,-2.8%,0.3%,9%,24%,5%,
COC(=O)c1[nH]c2ccc(Cl)cc2c1NC(=O)CN1CCc2cc(OC)c(OC)cc2C1,-8%,6%,13%,1.7%,-5.3%,10%,-13%,-2%,-13%,
COc1cc(NC(=S)Nc2ccccn2)c(OC)cc1Cl,7%,6%,16%,0.1%,2.4%,2.6%,-4%,-2%,-9%,
O=C(Nc1nnc(-c2cc(Cl)ccc2Cl)o1)c1ccco1,nt,7%,13%,0.9%[50 µM],nt,1.7%,-6%,nt,-1%,
CCOc1cc(/C=C2\N=C(C)OC2=O)cc(Br)c1OCC(=O)OC,1%,12%,4%,1.8%,3.3%,0.6%,-6%,5%,-7%,
COc1ccc(S(=O)(=O)Nc2cc(C)on2)cc1,-8%,24%,4%,0.1%,2.0%,1.4%,-3%,-12%,-1%,
CC1CCCN(C(=O)CSCC(=O)N=c2sc3ccccc3n2C)C1 (centres undefined),2%,9%,12%,-0.1%,1.0%,1.7%,15%,12%,-1%,
CCN1CCN(Cc2ccc(NC(=O)c3ccc(C)c(NC(=O)c4csc(-c5ccncc5)n4)c3)cc2C(F)(F)F)CC1,4%,2%,11%,-0.9%,-0.9%,-4.6%,-4%,2%,-2%,
COCCOC(=O)c1c(C)oc2ccc(OC(=O)c3ccc4c(c3)OCO4)cc12,1%,8%,-2%,1.4%,-1.3%,2.6%,0%,4%,-2%,
COc1ccc(CC(=O)NCc2csc(-c3cccs3)n2)cc1OC,11%,10%,-12%,-2.4%,0.8%,1.5%,-9%,10%,1%,
C=CCON/C(CCC)=C1\C(=O)CC(C)(C)CC1=NC,-5%,2%,3%,-1.2%,0.9%,-0.2%,-6%,-8%,2%,
Cc1ccccc1/C=N\NC(=O)c1csnn1,1%,7%,9%,2.4%[50 µM],2.2%,0.7%,17%,3%,-10%,
CN(C)c1ccc(C(=O)C(O)c2ccccc2)cc1 (centres undefined),9%,-1%,4%,2.2%,-1.4%,-0.1%,1%,8%,-1%,
CCOC(=O)CNC(=S)N(CCCN1CCCCCC1)Cc1cccs1,-2%,6%,0%,-0.3%,0.2%,-0.5%,3%,5%,-5%,
